ER stress rescue = protection against thapsigargin-triggered cell killing – 384-well, CSM14.1, ATP luminescence, primary screen (AID 1222); CSM14.1 thapsigargin-induced death rescue, ATP luminescence; higher % means a stronger effect; one-dose cellular ATP content (survival), % at 20 µM; EC50 in µM for titrated hits; 190,000 tested, under 10 active;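 active = EC50 below 50 µM in the dose-response confirmation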;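 also: death triggered by thapsigargin at about 15 µM added after 2 h compound pretreatment; cell ATP read after overnight thapsigargin exposure of roughly 18 to 22 hours; normalized against plate controls of thapsigargin alone and 5% DMSO vehicle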
Ins promoter up = MIN6 insulin promoter up-regulation | MIN6 insulin promoter-GFP reporter, high-content imaging; stronger effect = higher value | z-score at 5 µM | hit rate 0.3% among 190,000 | AID 1625;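 active = z-score above 3 at 5 µM with at least 500 cells counted in the well; inconclusive = wells under 500 cells, flagged as cytotoxic or low count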
Large T inhibition = TAg ATPase/helicase activity blockers – biochemical (AID 1903). SV40 large T antigen ATPase/helicase inhibition assay; higher % means a stronger effect. one-dose inhibition, % at 20 µM; IC50 in µM for titrated hits. hit rate 0.39% among 310,000; in the data active = a potency from the dose series; inconclusive = inhibition mostly from about 32% at the one dose, without a potency; inactive = the rest, 99 in 100 with inhibition below about 32%; also: strong numbers were not always called active
West Nile virus CPE = West Nile virus antiviral activity, cell-based, CPE readout (AID 1621); West Nile virus-infected cells, CPE inhibition; higher % means a stronger effect; CPE inhibition, % at 10 µM, or IC50 in µM where a hit was titrated; hit rate 0.02% among 290,000; in the data active = a potency from the dose series; inconclusive = CPE inhibition mostly from about 3.7% at the one dose, without a potency; inactive = the rest, 99 in 100 with CPE inhibition below about 2.2%; also: strong numbers were not always called active
TNAP activators = stimulation of alkaline phosphatase TNAP activity – biochemical, luminescent, no phosphate acceptor, uHTS, primary screen (AID 1001) | activation fold at 20 µM; hits with a dose series show EC50 in µM | purified TNAP, luminescent activation assay, no phosphate acceptor; higher activation fold means a stronger effect | hit rate 0.03% among 200,000; in the data active = activation fold from about 3, or a potency from the dose series; inactive = the rest, 99 in 100 with activation fold below about 1.6; also: many of its hits are not listed in these tables
PhoP inhibition = PhoP-dependent GFP reporter repression – Salmonella Typhimurium, primary screen (AID 1863) | S. Typhimurium PhoP-regulated promoter GFP reporter, 4 h; higher % means a stronger effect | inhibition, % at 50 µM, or IC50 in µM where a hit was titrated | hit rate 0.16% among 300,000;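 active = inhibition over 29.93%, a cutoff 3 SD above the screen mean, later confirmed by dose response; inconclusive = inhibition over 29.93% but no dose response follow-up; inactive = inhibition at most 29.93% or unconfirmed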;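 also: 0% = low Mg2+ inducing control and 100% = high Mg2+ repressing control; strong numbers were not always called active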
human PMI inhibitors = human PMI inhibitors, high substrate, primary screen, biochemical, fluorescence intensity, high mannose 6-phosphate (AID 1220); recombinant PMI enzyme, coupled fluorescence intensity; higher % means a stronger effect; one-dose inhibition, % at 20 µM; IC50 in µM for titrated hits; hit rate 0.66% among 190,000
RSV CPE inhibition = RSV antiviral activity via CPE protection, HEp-2 cells, primary 10 µM value included (AID 2391); HEp-2 cells, RSV-induced CPE inhibition; higher % means a stronger effect; CPE inhibition, % at 10 µM, or IC50 in µM where a hit was titrated; hit rate 0.13% among 310,000; in the data active = a potency from the dose series; inconclusive = CPE inhibition mostly from about 23% at the one dose, without a potency; inactive = the rest, 99 in 100 with CPE inhibition below about 21%; also: strong numbers were not always called active
PMI inhibitors = inhibitors of human PMI, primary screen, biochemical, fluorescence intensity, coupled assay (AID 1209). one-dose inhibition, % at 20 µM; IC50 in µM for titrated hits. hit rate 0.42% among 190,000. purified PMI enzyme, coupled fluorescence intensity; higher % means a stronger effect;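 also: plate controls were DMSO vehicle for no effect and wells lacking substrate for full effect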
Ins promoter up cell count = recorded beside Ins promoter up, whose call it bears; cell count; measured here: cytotoxicity, nuclei count;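 total cells summed across four imaged fields per well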
* marks the source's active call; other numbers are inactive results; ? = inconclusive; / = not tested or not shown. Rule as the data show it, unless noted: active = inhibition above about 50%; inactive = the rest. The order is random, and some 1.5% of all compounds hit somewhere here.

SMILES	ER stress rescue	Ins promoter up	Ins promoter up cell count	Large T inhibition	West Nile virus CPE	TNAP activators	PhoP inhibition	human PMI inhibitors	RSV CPE inhibition	PMI inhibitors
Fc1ccc(-n2c(Cc3ccccc3)nnc2SCc2nc(-c3cccs3)no2)cc1	-2.4%	-0.25	1307	6%	-0.6%	1.1	11%	3%	20%	7%
C=CCn1c(C(CCCC)CC(C)O)n[nH]c1=S (centres undefined)	1.3%	-0.17	1279	6%	-0.2%	1	20%	0%	1.7%	14%
COCCNC(=S)N1CCN(S(C)(=O)=O)CC1	0.1%	-0.64	1531	5%	-0.2%	1.3	-1%	-1%	-1.5%	-3%
CCN(CC)CCOC(=O)c1ccc(NC(=O)CCCN2C(=O)S/C(=C/c3ccc(OC)cc3)C2=S)cc1	/	/	/	7%	13%	/	-16%	/	0.5%	/
COc1ccc(NC(=O)NNC(=O)c2ccccc2-n2cccc2)cc1OC	-0.8%	0.11	1565	26%	0.0%	1.2	-6%	-5%	1.7%	-7%
O=C(COC(=O)c1ccc2ccccc2c1)NCCCc1ccccc1	-2.3%	-0.17	1483	-2%	0.4%	1.2	2%	-7%	1.3%	4%
O=C(N/N=C/c1ccc(O)cc1)c1cc(-c2ccc3c(c2)OCO3)n[nH]1	-2.5%	-0.08	1565	4%	-0.5%	0.1	-5%	12%	1.3%	9%
CC(C)N(c1nnc(N)s1)C(C)C	6.6%	-0.18	1233	13%	0.5%	1.1	0%	5%	0.7%	-5%
O=C(c1ccccc1Cl)N1CCC(O)(c2cccnc2)CC1	-0.3%	/	/	25%	0.3%	1.3	-4%	/	1.8%	/
C=C(C)C(=O)Nc1cccc(C2=NOC3(C2)C[C@@H](C(N)=O)N(C(=O)C(=C)C)C3)c1 (some centres undefined)	/	0.37	779	-4%	-0.4%	/	1%	/	1.7%	/
Cc1ccnc(NC(=O)c2cnc(Cl)c(Cl)c2)c1	/	/	/	6%	-0.6%	/	2%	/	0.7%	/
COc1ccc(/C=N/n2c(=O)[nH]c3c([nH]c4ccc(F)cc43)c2=O)cc1CN1CCCCC1	/	-0.17	1450	13%	0.5%	/	-10%	/	1.6%	/
CC(=O)Nc1ccc(OC(=O)C(CCS(C)(=O)=O)N2C(=O)c3ccccc3C2=O)cc1 (centres undefined)	-3.5%	1.3	1237	8.5µM*	0.5%	1	-5%	-2%	0.3%	2%
NS(=O)(=O)c1ccc(NC2=CC(=O)C(=O)c3ccccc32)cc1	/	/	/	-2%	-0.7%	/	6%	/	4.3%	/
CC(=O)c1ccc(NC(=S)NNC(=O)NC2CCCCC2)cc1	0.9%	0.47	1143	10%	-0.8%	1.5	-4%	7%	3.1%	25%
O=C1c2ccccc2C(=O)C1c1ccc(O)cc1	-0.5%	0.04	1118	21%	0.4%	1	3%	-27%	2.1%	-30%
O=C(O)CCN1C(=O)c2ccc(NC(=O)COc3ccccc3)cc2C1=O	/	/	/	6%	0.1%	/	1%	/	1.8%	/
CC(=O)Nc1ccc(NC(=O)CCC(=O)OCC(=O)c2cccc([N+](=O)[O-])c2)cc1	-1.1%	/	/	0%	-0.3%	1	-1%	-17%	1.1%	-15%
CC1CN(C(=O)c2ccc(CNS(=O)(=O)c3cccc(C(F)(F)F)c3)cc2)CC(C)O1 (centres undefined)	18%	/	/	12%	-0.8%	1.1	-2%	-2%	1.9%	-5%
CN1CCN(CC(=O)Nc2ccc(OC(F)(F)F)cc2)CC1	/	/	/	5%	-0.1%	/	-3%	/	-0.7%	/
NC(=O)CC(NC(=O)c1ccc(Cl)cc1)C(=O)NCCc1ccc(S(N)(=O)=O)cc1 (centres undefined)	/	/	/	5%	-0.7%	/	-6%	/	1.6%	/
Cc1nnc(NC(=O)CCS(=O)(=O)Cc2ccccc2)s1	/	/	/	2%	-0.4%	/	4%	/	0.9%	/
CCCN1CNC(=S)N(c2ccccc2OC)C1	0.6%	0.31	1541	8%	0.1%	1.1	1%	-2%	-0.7%	1%
C/C(CC(=O)Nc1ccc(C)c(Cl)c1)=N\NC(=O)c1ccco1	-1.3%	0.74	1459	2%	-0.5%	1	9%	-1%	1.9%	6%
O=[N+]([O-])c1cccc(-c2ccc(/C=N/NC(=S)Nc3cccc(F)c3)o2)c1	/	-0.1	976	2%	0.1%	/	-1%	/	6.2%	/

Additional entries.
SMILES	ER stress rescue	Ins promoter up	Ins promoter up cell count	Large T inhibition	West Nile virus CPE	TNAP activators	PhoP inhibition	human PMI inhibitors	RSV CPE inhibition	PMI inhibitors
CC(C)CC(c1nnnn1CC1CCCO1)N1CCN(Cc2ccc3c(c2)OCO3)CC1 (centres undefined)	/	/	/	5%	1.0%	1.1	-14%	1%	0.4%	2%
N=c1c(C(=O)NC2CCCC2)cc2c(=O)n3ccccc3nc2n1C1CCCCC1	/	/	/	6%	-1.7%	/	4%	/	0.4%	/
O=C(COC(=O)CCc1ccc(S(=O)(=O)N2CCOCC2)cc1)NC1CCCCCC1	0.1%	-0.54	1445	33%	1.4%	1	-7%	8%	0.9%	8%
Cc1ccc(S(=O)(=O)NCC[C@@]2(C)C3CCC2(C)C(=O)C3)cc1 (some centres undefined)	/	-0.19	994	11%	-0.9%	/	-6%	/	0.3%	/
COc1cccc(C(=O)Oc2cc(C)[nH]c(=O)c2[N+](=O)[O-])c1	-0.1%	-0.37	1259	-4%	/	1.2	18%	-11%	2.9%	-13%
CCSC1=C(C#N)C(=O)n2c1cc1c2CCCC1	1.9%	1.4	702	21%	0.2%	1.1	0%	-59%	-0.8%	-13%
COc1ccc(CCN2C(=O)CC(C(C)c3ccccc3)C2=O)cc1OC (centres undefined)	-0.9%	/	/	7%	-1.7%	1.3	4%	-4%	2.0%	-5%
CC(=O)c1ccc(-c2cc([C@H]3[C@H]4C=CC[C@@H](C)[C@@H]4C(=O)N3Cc3ccccc3)ccc2F)cc1	/	/	/	1%	0.4%	/	0%	/	-2.9%	/
O=c1n(Cc2ccccc2F)c2ccccc2n1Cc1ccccc1F	-3.4%	/	/	23%	-0.7%	1	-4%	-6%	4.4%	-3%
Cc1ccc(Cl)cc1N1CCN(S(=O)(=O)c2cccc(S(=O)(=O)N3CCCC3)c2)CC1	-2.9%	0.08	1265	1%	-0.5%	1.1	-1%	5%	?	8%
Cc1ccc(NC(=O)c2ccc(OC(=O)C(C)Oc3ccc(Cl)cc3C)cc2)cc1 (centres undefined)	-3.4%	0.17	1179	1%	-0.1%	1.2	-17%	-5%	0.0%	-5%
O=C(/C=C/c1ccco1)NCC(=O)N/N=C/c1ccccc1[N+](=O)[O-]	0.4%	/	/	0%	-0.2%	1	4%	11%	2.8%	-2%
CC[n+]1cccc(-c2nc3ccccc3s2)c1	0.7%	0.13	1173	28%	-0.5%	1.1	3%	14%	0.5%	23%
S=c1nc(C2CCCCC2)n(-c2ccccc2)[nH]1	1.8%	-0.77	1245	-4%	0.7%	1.6	-3%	0%	-0.6%	6%
COC(=O)C1=C(C)Nc2nnnn2C1c1ccccc1Cl (centres undefined)	-1.7%	-0.65	1068	6%	0.2%	1	1%	5%	0.2%	6%
O=C(CCC1CCCCC1)NCCN1C2=NC[C@H](Cc3ccc(O)cc3)N2C[C@H]1Cc1ccc(O)cc1	-2.9%	0.89	1328	4%	0.1%	1	1%	-3%	-0.9%	5%
N#Cc1cc2c(nc1SCC(=O)N1CCOCC1)CCCCC2	0.1%	0.19	886	9%	-0.7%	1.1	3%	2%	-1.7%	7%
COc1ccccc1NC(=O)Cn1cnc2c(cnn2-c2ccccc2)c1=O	-1.6%	-0.16	1541	3%	0.5%	1.1	10%	-4%	2.1%	-7%
CC(C)Nc1nc(C#N)nc(NC(C)C)n1	-0.8%	1.3	1173	4%	?	1.1	7%	-1%	2.3%	5%
COc1ccc(Nc2nnc(C)c(=O)[nH]2)c(OC)c1	/	-0.01	1028	13%	0.0%	/	-9%	/	2.9%	/
Cc1cccc(NC(=O)CN2C(=O)CSC2=O)c1	-0.8%	-0.89	1633	7%	-0.3%	1	9%	/	0.6%	/
COc1ccc(C(=O)C[n+]2ccc(N(C)C)cc2)cc1	/	-0.31	768	10%	-0.1%	/	1%	/	0.2%	/
O=C(NCC1CCCO1)c1ccc(S(=O)(=O)N2CCC(c3nc4ccc(Cl)cc4[nH]3)CC2)cc1 (centres undefined)	0.1%	-1.1	951	2%	-0.1%	1.1	-7%	14%	6.2%	10%
COc1ccc(-c2nc3ccccc3nc2-c2ccccc2)cc1	-0.4%	-0.81	1439	-5%	-0.1%	1.1	-8%	4%	3.4%	11%

Full records, looked up by structure.
COc1ccccc1NC(=O)Cn1cnc2c(cnn2-c2ccccc2)c1=O across the screens: ER stress rescue: -1.6%; Ins promoter up: -0.16; Ins promoter up cell count: 1541; Large T inhibition: 3%; West Nile virus CPE: 0.5%; TNAP activators: 1.1; PhoP inhibition: 10%; human PMI inhibitors: -4%; RSV CPE inhibition: 2.1%; PMI inhibitors: -7%
O=[N+]([O-])c1cccc(-c2ccc(/C=N/NC(=S)Nc3cccc(F)c3)o2)c1 across the screens: ER stress rescue: /; Ins promoter up: -0.1; Ins promoter up cell count: 976; Large T inhibition: 2%; West Nile virus CPE: 0.1%; TNAP activators: /; PhoP inhibition: -1%; human PMI inhibitors: /; RSV CPE inhibition: 6.2%; PMI inhibitors: /

4 compounds already listed, sorted by molecular weight, highest first:
SMILES	ER stress rescue	Ins promoter up	Ins promoter up cell count	Large T inhibition	West Nile virus CPE	TNAP activators	PhoP inhibition	human PMI inhibitors	RSV CPE inhibition	PMI inhibitors
CC(C)CC(c1nnnn1CC1CCCO1)N1CCN(Cc2ccc3c(c2)OCO3)CC1 (centres undefined)	/	/	/	5%	1.0%	1.1	-14%	1%	0.4%	2%
COc1ccc(CCN2C(=O)CC(C(C)c3ccccc3)C2=O)cc1OC (centres undefined)	-0.9%	/	/	7%	-1.7%	1.3	4%	-4%	2.0%	-5%
Cc1ccc(S(=O)(=O)NCC[C@@]2(C)C3CCC2(C)C(=O)C3)cc1 (some centres undefined)	/	-0.19	994	11%	-0.9%	/	-6%	/	0.3%	/
COc1ccc(-c2nc3ccccc3nc2-c2ccccc2)cc1	-0.4%	-0.81	1439	-5%	-0.1%	1.1	-8%	4%	3.4%	11%

Assay outcomes (PubChem)
